NCOA2 inhibitor = human SRC2 (NCOA2) inhibition | Q15596 | HEK293 GAL4-SRC2 luciferase reporter, luminescence | inhibition, % at 9 µM | 0.17% of 370,000 active | AID 651957;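 active = inhibition above the mean inhibition of all tested compounds plus 3 SD, set per campaign, cut at about 52% in these data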;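 note: 0% = DMSO treated cells and 100% = cells given Gossypol at 36 µM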
SRC1 inh = human NCOA1 inhibition | 0.12% of 360,000 active | Q15788 | inhibition, % at 3.6 µM | HEK293 GAL4-SRC1 luciferase reporter, luminescence;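 active = inhibition above the campaign mean plus 3 SD, with each screening campaign given its own cutoff, cut at about 60% in these data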;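 note: 0% = DMSO treated cells and 100% = gossypol at 36 µM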
NCOA3 inh = inhibitors of human steroid receptor coactivator 3 (SRC3). 0.17% of 360,000 active. Q9Y6Q9. HEK293 GAL4-SRC3 luciferase reporter, luminescence. inhibition, % at 3.6 µM;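 active = inhibition above a per-campaign cutoff, the mean of all compounds plus 3 SD, cut at about 60% in these data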;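 note: 0% = DMSO-treated cells and 100% = gossypol-treated cells at 36 µM; higher means less SRC3-driven luciferase light from the GAL4 reporter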
LRH-1 inv ag = inverse agonists of human LRH-1 (NR5A2) | 0.13% of 360,000 active | inhibition, % at 3.6 µM | HEK293T StAR-luciferase reporter, LRH-1 transfected, 24 h | AID 602396;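 active = inhibition above the mean inhibition of all tested compounds plus 3 SD, cut at about 73% in these data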;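 note: 0% = DMSO wells and 100% = reporter-only cells lacking LRH-1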
Target sequence (O00482 whole entry, looked up): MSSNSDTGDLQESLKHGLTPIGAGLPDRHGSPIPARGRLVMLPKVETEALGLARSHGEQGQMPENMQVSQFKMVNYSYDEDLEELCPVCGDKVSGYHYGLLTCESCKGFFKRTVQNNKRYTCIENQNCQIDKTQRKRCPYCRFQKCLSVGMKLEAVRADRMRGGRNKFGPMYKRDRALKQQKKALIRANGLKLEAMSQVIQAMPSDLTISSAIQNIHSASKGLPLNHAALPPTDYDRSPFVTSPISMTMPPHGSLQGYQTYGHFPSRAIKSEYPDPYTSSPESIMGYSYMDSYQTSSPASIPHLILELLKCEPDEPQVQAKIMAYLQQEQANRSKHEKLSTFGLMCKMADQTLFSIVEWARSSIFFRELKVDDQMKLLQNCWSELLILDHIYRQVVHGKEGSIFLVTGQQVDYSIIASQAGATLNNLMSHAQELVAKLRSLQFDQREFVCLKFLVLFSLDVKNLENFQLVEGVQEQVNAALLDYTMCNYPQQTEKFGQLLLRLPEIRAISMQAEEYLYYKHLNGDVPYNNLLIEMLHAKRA
ABHD5-PLIN5 inh = blocks binding of human ABHD5 to perilipin-5 | Split G. princeps luciferase complementation, luminescence, 4 h | AID 602281 | 0.78% of 360,000 active | Q00G26+Q8WTS1 | inhibition, % at 4 µM;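 active = inhibition above the mean inhibition across every tested compound plus 3 SD, cut at about 22% in these data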;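 note: 0% = DMSO only wells and the 100% control is not disclosed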
TLR9-MyD88 inh = TLR9-MyD88 interaction inhibition; Q9NR96+Q99836; CHO BLA complementation TLR9-MyD88, CCF4 FRET ratio; inhibition, % at 4.98 µM; 0.21% of 340,000 active; AID 504734;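 active = inhibition above the mean over all tested compounds plus 3 SD, cut at about 21% in these data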;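 note: 0% = DMSO only wells and 100% = clavulanate BLA inhibitor control wells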
NOD2 RIPK2 PPI = blocks binding of human NOD2 to RIPK2 | O43353 | CHO BLA complementation NOD2-RIPK2, CCF4 ratio | inhibition, % at 4.98 µM | 0.38% of 360,000 active | AID 624267; in the data active = inhibition above about 21%;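 note: 0% = vehicle only and 100% = reference blocker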
MC4R antagonist = human MC4R antagonism in cAMP assay; P32245; MC4R-expressing cells, MTII-stimulated cAMP, LANCE TR-FRET; inhibition, % at 6.5 µM; 0.48% of 360,000 active; AID 540295;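 active = inhibition above its plate's cutoff, the mean of tested wells on that plate plus 3 SD, cut at about 29% in these data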;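 note: 0% = Melanotan II alone and 100% = Melanotan II plus saturating MCL0020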
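Assay system: U2OS-MC4R stable cell line; Also added: Melanotan II; Technique: Eu-cAMP/anti-cAMP TR-FRET, emission 671 nm; Times: 30-min compound, 1-h challenge, 1-h detection, room temperature.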
LMP1 NFkB inh = reduces LMP1-driven NF-kappaB luciferase signal. LMP1-induced NF-kappaB luciferase reporter cells, luminescence. inhibition, % at 12.5 µM. 0.69% of 350,000 active. AID 504558; in the data active = inhibition above about 41%;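 note: 0% = neutral control wells and 100% = reference inhibitor control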
MC4R barr agon = activates human MC4R beta-arrestin recruitment | U2OS MC4R beta-arrestin complementation, luminescence; percent of melanotan II response, DMSO zero | activation, % at 8.9 µM | 0.98% of 360,000 active | P32245;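 active = activation above a per-plate cutoff, the mean activation of sample wells on that plate plus 3 SD, cut at about 8% in these data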
COUP-TFII inh = blocks human COUP-TFII nuclear receptor; inhibition, % at 8.6 µM; HEK293T NGFI-A luciferase reporter, luminescence; P24468; 0.7% of 370,000 active;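 active = inhibition above a per-plate cutoff, mean inhibition of test wells between control levels plus 3 SD, cut at about 38% in these data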;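 note: cells cotransfected with COUP-TFII expression vector driving the NGFI-A reporter; 0% = median of COUP-TF2 test wells and 100% = reporter-only cells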
Target sequence (P24468 whole entry, looked up): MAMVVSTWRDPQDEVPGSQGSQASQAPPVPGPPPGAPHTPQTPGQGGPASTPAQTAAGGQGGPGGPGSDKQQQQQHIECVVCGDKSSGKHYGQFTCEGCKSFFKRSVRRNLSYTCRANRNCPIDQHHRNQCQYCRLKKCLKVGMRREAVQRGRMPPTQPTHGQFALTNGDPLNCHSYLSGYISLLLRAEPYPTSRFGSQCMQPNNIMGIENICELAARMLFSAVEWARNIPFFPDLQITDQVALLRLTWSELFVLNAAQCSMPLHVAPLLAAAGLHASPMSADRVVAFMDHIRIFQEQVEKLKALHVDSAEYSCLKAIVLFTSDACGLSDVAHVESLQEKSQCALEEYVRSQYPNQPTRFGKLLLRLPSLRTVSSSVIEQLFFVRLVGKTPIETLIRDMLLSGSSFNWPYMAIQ
Numbers without * were called inactive; / = not tested or not shown. Some of the compounds tested; count on the stated rates, not on these rows.

NCOA3 inh,SRC1 inh,LRH-1 inv ag,ABHD5-PLIN5 inh,NOD2 RIPK2 PPI,TLR9-MyD88 inh,NCOA2 inhibitor,MC4R barr agon,LMP1 NFkB inh,COUP-TFII inh,MC4R antagonist,compound
11,12,31,-9,4,5,-11,-5.8,22,-2,-34,C/C(Cl)=C\Cn1c(O)c(N=NC(N)=S)c2cc(Br)ccc21
5,-14,-3,3,-9,-2,12,1.6,2,-4,9,CCN(CC)CCCNc1nc(C)cc(COC)c1C#N
14,7,-14,8,-12,-6,-13,-1.1,2,3,0,Cc1cc(C)n(Cc2ccc(C(=O)Nc3cccc(Br)c3)o2)n1
6,2,-1,-7,-7,-7,9,0.0,2,-15,11,Cc1ccc(NC2=NC(c3ccccc3)n3c(nc(C)cc3=O)N2)c(C)c1 (configuration not stated)
13,4,3,75*,-3,-4,-39,-2.1,1,1,10,CC(=O)Nc1ccc(C2=NNC(=Nc3ccc(S(=O)(=O)N4CCOCC4)cc3)SC2)cc1
15,3,5,-1,-5,-15,11,-2.1,-1,2,-3,CCOC(=O)c1c(C)[nH]c(C)c1C(=O)CSc1nc2ccccc2n1CCC#N
-7,3,3,7,1,-2,0,0.9,1,7,-3,Cc1c(C(=O)N2CCCCC2)c(S(=O)(=O)N2CCN(c3ccc(F)cc3)CC2)c(C)n1C
20,3,3,2,-4,-6,-7,-1.7,-1,13,1,COc1ccccc1C(=O)Oc1ccc(N2C(=O)CCC2=O)cc1
18,-1,6,-4,3,8,-5,-2.0,-2,15,9,COC(=O)CSc1nnnn1-c1cccc2ccccc12
-11,-5,-13,0,0,-10,-15,1.5,-5,14,6,Cc1ccc2nc(CC(O)(c3ccccc3)c3ccccc3)ccc2c1
3,11,3,-1,-12,4,-4,-1.3,-2,8,4,COC(=O)c1cc(S(=O)(=O)N2CCN(c3ccc(F)cc3)CC2)cn1C
-40,-11,2,0,-10,8,-11,1.0,7,7,3,COc1ccc(NC(=O)CCCN2C(=O)C(c3ccccc3)Oc3cccnc32)cc1OC (configuration not stated)
11,10,-12,-2,4,-15,-11,1.9,0,5,10,CC(C)(C)NC(=O)CN1C(=O)NC(c2ccccc2)(c2ccccc2)C1=O
10,14,8,33*,-2,-4,-2,-2.9,-8,10,-21,COc1cc(/C=C/c2[nH]c(=O)[nH]c(=O)c2[N+](=O)[O-])cc([N+](=O)[O-])c1O
-2,8,-2,2,7,6,21,-1.5,1,28,8,CCOC(=O)C(NC(=O)c1ccccc1Cl)(Nc1ccc(C)c(C)c1)C(F)(F)F (configuration not stated)

Reprinted from the part before: 2 entries, then new ones.
NCOA3 inh,SRC1 inh,LRH-1 inv ag,ABHD5-PLIN5 inh,NOD2 RIPK2 PPI,TLR9-MyD88 inh,NCOA2 inhibitor,MC4R barr agon,LMP1 NFkB inh,COUP-TFII inh,MC4R antagonist,compound
10,14,8,33*,-2,-4,-2,-2.9,-8,10,-21,COc1cc(/C=C/c2[nH]c(=O)[nH]c(=O)c2[N+](=O)[O-])cc([N+](=O)[O-])c1O
-2,8,-2,2,7,6,21,-1.5,1,28,8,CCOC(=O)C(NC(=O)c1ccccc1Cl)(Nc1ccc(C)c(C)c1)C(F)(F)F (configuration not stated)
6,-14,-12,-9,-2,-3,-9,-1.4,6,8,0,CCCCN(C(=O)c1cc2ccccc2o1)c1c(N)n(CCC)c(=O)[nH]c1=O
33,3,7,17,10,11,0,1.6,-36,9,-8,COc1cc(/C=C2/SC(=S)N(c3ccccc3)C2=O)ccc1Oc1nc(N2CCOCC2)nc(N2CCOCC2)n1
14,2,-6,12,-14,0,-16,2.6,7,11,2,Cc1ccc(C(=O)NC(NCC2CCCO2)C(Cl)(Cl)Cl)cc1 (configuration not stated)
-2,-21,11,3,1,-11,-18,-0.6,2,12,-2,Cc1ccc2cc(C)c(N3CCN(c4ccc(F)cc4)CC3)nc2c1
-4,5,0,1,1,5,18,0.2,4,6,16,COc1ccc(CN2C(=O)CCC2(C)C(=O)NCc2cccnc2)c(OC)c1 (configuration not stated)
3,0,-6,-1,3,3,-13,-0.8,-12,-26,25,Cc1onc(-c2c(F)cccc2Cl)c1C(=O)OCC(=O)NC1CC1
8,3,4,-2,-2,6,2,-2.0,4,10,13,COC(=O)c1ccc(N/C(=N/S(=O)(=O)c2ccccc2)c2ccccc2)cc1
0,-23,-11,-6,-8,2,-23,-2.3,3,0,-5,O=C(O)C1CC(=O)N(Cc2ccc(F)cc2)C1 (configuration not stated)
-26,-40,-46,3,-6,-2,-26,-1.4,-9,11,-4,COc1ccc(CNC(=O)C/C(C)=N/NC(=O)c2cnccn2)cc1
12,10,-11,2,-8,-2,0,-4.0,13,3,20,O=C(Nc1ccc(Cl)cc1)C1CCCN(c2ncnc3c2nc2n3CCCCC2)C1 (configuration not stated)
-3,10,22,6,-5,-4,1,0.5,-5,3,22,COc1ccc(Cl)cc1NC(=O)C/C(C)=N/NC(=O)C(=O)NCc1ccccc1
6,-17,9,0,-5,6,4,-4.1,4,-4,-4,COc1ccc(NC(=O)CN(C)C(=O)C(C)Sc2ccccc2)cc1 (configuration not stated)
14,-4,1,-3,-4,/,-24,-1.0,2,25,3,COc1ccc(C(=O)NC(=S)NNC(=O)c2c(-c3ccccc3)noc2C)cc1OC
9,1,2,6,-3,-6,-15,0.5,0,-9,-3,CN(C)S(=O)(=O)c1cccc(NC(=O)c2cc(=O)[nH]c(=O)[nH]2)c1
1,10,-5,-4,-14,/,-12,/,/,-9,/,O=C(CC[C@H]1O[C@@H](n2cnc3c(NC(=O)c4ccccc4)ncnc32)[C@H](O)[C@@H]1O)NCC1CCCO1 (some centres not stated)
-1,-11,1,-5,-1,3,4,0.1,-5,-5,12,O=C(NCc1ccc(F)cc1F)c1cc(COc2c(F)cccc2F)on1
4,-4,3,3,1,-2,14,-0.4,0,-5,10,COc1ccc(OC)c(-c2nn(-c3ccccc3)cc2C(=O)NCC(c2ccco2)N2CCCC2)c1 (configuration not stated)
12,6,4,1,-15,3,2,1.5,3,0,1,Cc1ccc(CNC(=O)COC(=O)[C@@H]2CC(O)CN2S(=O)(=O)c2ccc3c(c2)OCCO3)cc1 (some centres not stated)
3,6,10,-8,-6,5,6,-0.8,4,0,1,CC1(C)CC(=O)C(C(=S)Nc2ccccc2)=C(NCCN2CCOCC2)C1
8,-1,24,4,0,1,5,0.8,-7,10,-1,O=C(CSc1nc2ccccc2c(=O)n1-c1ccccc1)N1CCC1
-5,-13,-6,-4,-8,-9,-2,-0.5,17,1,10,CCOC(=O)N1CCN(Cc2ccc(OCC(O)CN3CCCCC3)cc2)CC1 (configuration not stated)
-80,-88,-146,-1,6,1,-92,2.2,-13,-34,-2,Cc1cccc(-c2cc(N)n(-c3ccccc3)n2)c1
0,-10,15,-2,5,7,-44,2.6,-5,13,4,Cc1ccccc1S(=O)(=O)c1c(C)cc(C)n(C(C)C)c1=O
21,8,13,-3,-2,-5,-7,-2.7,9,-12,11,COc1cccc(/C=C/C(=O)NNC(=O)CCN2CCN(Cc3ccccc3)CC2)c1
-3,-8,-3,1,-8,7,-13,1.1,-15,-2,-6,COc1ccc(NC(=O)c2nnn(Cc3ccc(SC)cc3)c2N)c(OC)c1
-114,-112,-39,-3,-4,-13,-68,-0.2,-37,-39,-6,Cc1c(C(=O)Nc2ccccn2)oc2ccccc12
-13,-29,-36,6,-3,5,23,-1.2,5,-14,13,CCCCc1nnc(NC(=O)CS(=O)(=O)Cc2ccccc2)s1
-2,5,8,-7,-7,3,11,-0.2,-2,-4,-3,OCc1nc2ccccc2n1CCc1ccccc1
-139,-109,-157,-12,5,-16,-72,-0.7,-11,-33,5,CC(C)(C)c1ccc(/C=C/C(=O)N2CCCCC2)cc1
5,-7,4,0,5,-1,9,-2.4,4,-6,6,COc1ccccc1NS(=O)(=O)c1ccc2oc(SCC(=O)N3CCNC3=O)nc2c1
-14,-5,5,3,6,-2,4,-0.3,4,0,20,COC(=O)c1ccccc1NC(=O)CSc1nc2ccsc2c(=O)n1Cc1ccc(C(=O)O)cc1
10,-23,-5,-5,7,-7,-4,5.8,-14,3,16,N#Cc1ccccc1NC(=O)CNc1ccccc1N1CCCCC1
-36,-9,-22,0,0,-1,-6,-0.8,-14,-27,4,CCC(=O)Nc1ccc2c(c1)ncn2CCc1ccccc1
-7,10,18,7,-4,-7,-5,2.0,-5,12,4,CCCCCOC(=O)C1C2C=CC3(CN(c4ccccc4C)C(=O)C13)O2 (configuration not stated)
-49,-53,-23,0,-11,0,-21,-3.1,-26,11,7,CCSc1nnc2c(n1)[nH]c1c(C)cccc12
-28,-19,4,2,-15,3,-11,-1.6,1,-9,7,O=c1c2cc(NC(=S)NCCN3CCCCCC3)ccc2nc2n1CCCCC2
6,3,14,3,7,1,-19,-2.6,3,4,17,COCCN(C(=O)CSc1nnc(C)n1-c1ccccc1)c1c(N)n(Cc2ccccc2)c(=O)[nH]c1=O
4,-10,4,2,-10,-8,-10,-2.0,0,-11,4,CC1(NC(=S)Nc2ccc3ccccc3c2)CCS(=O)(=O)C1 (configuration not stated)
13,3,-12,-7,-5,-16,-33,-1.0,4,9,6,C=CCOc1ccc(CNC(C)(C)C)cc1OC
18,-7,14,4,-7,3,16,-0.3,18,-2,7,CCOc1ccc(NC(=O)c2ccc(F)c(S(=O)(=O)N3CCN(c4ccccn4)CC3)c2)cc1
19,-11,13,-1,0,-8,-12,-1.3,-6,9,3,Cc1ccccc1S(=O)(=O)Nc1ncc(C(F)(F)F)cc1Cl
16,-18,-19,-14,1,3,-26,0.9,3,-9,7,Cc1cc(N2C(=O)C(O)=C(C(=O)c3cccs3)C2c2cccc(Br)c2)no1 (configuration not stated)
-29,1,-2,4,-1,8,-23,-0.8,-8,-20,13,Cc1cc(=O)[nH]c(N/N=C/c2ccc(Cl)cc2Cl)n1
2,-1,7,4,0,-11,6,-2.4,-4,-2,-2,Cn1c(CC(=O)Nc2ccc(Cl)cc2)nnc1SCC(=O)N1CCOCC1
-17,-10,9,8,-3,-8,-6,6.9,-13,16,6,COc1cccc(O)c1CN1CCC(C(=O)Nc2ccc(-c3cccc(C)c3)cc2)CC1
4,-3,-6,3,9,-16,19,-2.8,0,-13,11,CN(c1ccc(F)cc1)S(=O)(=O)c1ccc(Cl)c(C(=O)OCC(=O)NC2CC2)c1
11,-19,-20,-6,-4,4,3,-1.8,9,15,3,CCOc1ccccc1N1CCN(C(=O)c2cc[n+]([O-])cc2)CC1
0,7,-13,-7,-9,9,-35,-1.9,-4,-1,0,Cc1c(C)c2ccc(OC(C)C(=O)NCCCN3CCOCC3)c(C)c2oc1=O (configuration not stated)

Assay outcomes as filed in PubChem BioAssay.
